# Bioassay records as filed in PubChem BioAssay.
# Neddylation inh: blocks human cullin neddylation; P61081+Q13564; TR-FRET cullin neddylation, biochemical; calls only at 25 µM; 0.58% of 360,000 active; AID 651699; in the data active = inhibition above about 36%
# E coli Lon inh: E. coli protease La inhibition. AID 602123. P0A9M0. 0.42% of 360,000 active. inhibition, % at 7.94 µM. purified E. coli Lon protease, fluorescence polarization; in the data active = inhibition above about 13%, passing the limit was not always enough;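 also: 0% = enzyme with probe and DMSO and 100% = no enzyme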
# MsrA act: activates bovine MsrA enzyme. purified bovine MsrA, absorbance read-out. 0.3% of 360,000 active. activation, % at 10.6 µM. AID 602163; in the data active = activation above about 7.5%;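 also: 0% = vehicle and 100% = reference activator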
# NRP1-CendR mod: modulators of CendR peptide binding to human neuropilin-1; FAM-RPARPAR peptide binding to NRP-1, fluorescence polarization; inhibition, % at 25 µM; 0.85% of 360,000 active; AID 602438;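 active = inhibition or corrected inhibition above about 18%, plus a signal ratio from 0.5 to 1.5, limit read from the data, passing the limit was not always enough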; also: strong numbers were not always called active
# Target sequence (O14786 whole entry, looked up): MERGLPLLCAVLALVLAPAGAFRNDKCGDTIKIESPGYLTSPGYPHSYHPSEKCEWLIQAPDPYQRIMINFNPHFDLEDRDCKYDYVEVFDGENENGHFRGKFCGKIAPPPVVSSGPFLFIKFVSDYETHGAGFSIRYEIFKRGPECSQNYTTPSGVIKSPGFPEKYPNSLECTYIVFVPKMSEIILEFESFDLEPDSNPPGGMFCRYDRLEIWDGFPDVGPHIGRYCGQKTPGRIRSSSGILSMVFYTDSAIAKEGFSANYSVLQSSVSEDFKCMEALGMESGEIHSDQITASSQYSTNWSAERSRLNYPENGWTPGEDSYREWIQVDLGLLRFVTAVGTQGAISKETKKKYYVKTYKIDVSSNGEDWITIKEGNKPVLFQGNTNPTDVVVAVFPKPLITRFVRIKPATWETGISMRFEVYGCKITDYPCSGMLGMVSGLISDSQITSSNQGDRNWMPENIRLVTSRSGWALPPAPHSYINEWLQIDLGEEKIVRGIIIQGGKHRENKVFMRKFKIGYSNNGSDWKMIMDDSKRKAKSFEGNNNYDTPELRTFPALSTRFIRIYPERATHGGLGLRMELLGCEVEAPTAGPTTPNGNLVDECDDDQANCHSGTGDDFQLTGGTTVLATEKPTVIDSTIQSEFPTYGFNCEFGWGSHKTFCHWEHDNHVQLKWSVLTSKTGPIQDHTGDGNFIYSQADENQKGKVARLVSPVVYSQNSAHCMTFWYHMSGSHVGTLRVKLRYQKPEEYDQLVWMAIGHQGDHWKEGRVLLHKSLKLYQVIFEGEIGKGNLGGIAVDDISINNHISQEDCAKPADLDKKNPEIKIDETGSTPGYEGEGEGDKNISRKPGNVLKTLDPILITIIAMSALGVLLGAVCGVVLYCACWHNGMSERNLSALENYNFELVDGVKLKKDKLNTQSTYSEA
# MT1-MMP act inh: blocks activation of human MT1-MMP; P50281; HT1080 RFP-PRO-GFP cells, GFP/RFP ratio fluorescence, overnight; percent of plate control window, DMSO zero; GFP/RFP ratio change, % at 20 µM; 0.061% of 360,000 active; AID 651647;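 active = GFP/RFP ratio change of at least 30% with cell ATP level not reduced by more than half and red fluorescence within 50% of control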; also: strong numbers were not always called active
#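 Assay system: HT1080 RFP-PRO-GFP cells. Benchmarks: DMSO vehicle wells and RFP-L50D-GFP reporter cell wells. Times: overnight cell settling, then overnight compound exposure, 37 °C, 5% CO2. Compound: 20 µM single dose, 1% DMSO. Read-out basis: GFP/RFP fluorescence ratio.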
# Rin1-Abl PPI inh: human Rin1-Abl interaction inhibition. TR-FRET Rin1/Abl binding, biochemical. inhibition, % at 7.35 µM. 0.4% of 360,000 active; in the data active = inhibition above about 5%, passing the limit was not always enough
# PABP1 MLLE inh: blocks PAM2 peptide binding to the PABP1 MLLE domain | inhibition, % at 20 µM | P11940 | 0.36% of 360,000 active | GST-MLLE / FITC-PAM2 fluorescence polarization | AID 588489; in the data active = inhibition above about 35%, passing the limit was not always enough;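 also: plate controls were DMSO wells with GST-MLLE for no effect and wells lacking GST-MLLE protein for full effect; some results filed as inactive read as strong as hits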
# FAS-TE inh: inhibitors of human fatty acid synthase thioesterase domain. P49327. recombinant FAS-TE, OMFH fluorogenic substrate, fluorescence endpoint. inhibition, % at 15 µM. 0.67% of 360,000 active. AID 602261;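 active = compounds whose normalised, plate-corrected inhibition of enzyme fluorescence in the single-dose primary screen is 50% or more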;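 also: 0% = DMSO with enzyme and 100% = substrate without enzyme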
# SKN-1 block: blocks SKN-1 activity in C. elegans; inhibition, % at 21.8 µM; C. elegans VP596 Pgst-4::GFP/RFP ratio, acrylamide-induced, 24 h; 0.49% of 360,000 active;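 active = interference check ratio from 0.5 to 1.5 plus GFP to RFP signal ratio inhibition reaching or exceeding a fixed threshold, cut at about 30% in these data, passing the limit was not always enough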; also: some compounds called inactive have numbers as strong as hits
# * marks the source's active call; other numbers are inactive results; i = inactive; nt = no result given; & = joins results of further samples.
SMILES,Neddylation inh,E coli Lon inh,MsrA act,NRP1-CendR mod,MT1-MMP act inh,Rin1-Abl PPI inh,PABP1 MLLE inh,FAS-TE inh,SKN-1 block
COc1ccc(/C=C/C(=O)NC(C)CCc2ccccc2)cc1 (stereo not drawn),i,-3.7,0.7,2.9,-3.5,-4.5,-16.8,3.7,0.8
O=C(N/N=C/c1cccs1)c1ccc(NC(=O)c2ccccc2Cl)cc1,i,2.0,-4.0,8.0,7.5,-0.6,-0.1,0.0,3.6
CCCCCC(=O)NC(=S)Nc1ccc(N2CCCCC2)c(Cl)c1,i,-8.8,-10.1,-2.3,-4.4,2.3,25.7,5.3,-22.0
N#Cc1ccc(CN2CCN(C(=O)c3cc(C4CC4)nn3-c3ccccc3)CC2)cc1,i,3.4,-1.9,1.6,2.9,3.4,-10.1,5.0,38.0*
CC12CCC(=O)N1C(C(=O)Nc1nnc(SCc3ccccc3)s1)CS2 (stereo not drawn),i,-4.6,-6.1,0.0,3.6,2.8,11.5,-4.3,-8.7
CCn1cc(CN2CCC(n3nccc3NC(=O)C(OC)c3ccccc3)CC2)cn1 (stereo not drawn),i,-11.8,-2.9,3.5,0.0,0.6,13.3,-8.2,0.8
O=C(OCC(=O)N1CCCc2ccccc21)c1cncc(Br)c1,i,-2.9,-2.9,0.0,-4.8,1.3,-5.5,-1.7,3.5
CCCOc1cccc(C(=O)NC(=S)Nc2cccc(C(F)(F)F)c2)c1,i,4.6,-2.0,8.5,6.9,-0.4,18.4,39.3,8.2
CCOC(=O)C1=CCN(S(=O)(=O)c2ccccc2Br)C1c1ccc(F)cc1 (stereo not drawn),i,-10.7,-1.8,15.5,1.4,1.9,-1.1,26.7,6.2
CCNc1c(NS(=O)(=O)c2ccc(Cl)s2)c(=O)oc2ccccc12,i,10.9,-5.3,-2.5,1.4,0.1,5.8,0.9,-11.8
COc1ccc(OC)c(C2CC(c3ccc(NS(C)(=O)=O)cc3)=NN2C(=O)c2ccccc2)c1 (stereo not drawn),i,2.9,0.4,4.1,1.7,0.2,-13.4,26.7,14.7
CCOc1ccc(N(CC(=O)NCC2CCCO2)S(=O)(=O)c2ccc(OC)c(OC)c2)cc1 (stereo not drawn),i,3.0,1.9,-20.4,1.4,0.1,8.2,-4.7,-7.5
O=S(=O)(Cc1cc(-c2ccccc2)no1)c1ccccc1,i,-4.9,-11.3,4.6,-6.8,0.7,-7.3,-1.6,13.3
Cc1cc(N/N=C/c2ccccc2Cl)nc(NCc2ccccc2)n1,i,7.1,-0.4,-2.6,-23.4,2.7,-5.5,28.5,7.9
Cc1ccc(CNC(=O)CCS(=O)(=O)c2ccc3c(c2)CC(C)N3C(=O)C2CC2)o1 (stereo not drawn),i,5.6,-2.3,10.9,-1.7,0.4,12.6,4.4,3.7
Oc1ccccc1/C=N/Nc1nccnc1Cl,i,5.6,-1.6,-3.5,-5.0,-4.5,-1.3,-2.7,5.8
OCCN(CCO)CC(O)COc1ccc(Br)cc1 (stereo not drawn),i,-6.5&-0.8,-0.3&-1.6,-6.3&-4.4,4.3&-2.8,-0.8&0.8,-4.3&0.9,-4.8&-6.4,3.4&14.2
NC(=NCCc1ccccc1)c1cccc([N+](=O)[O-])c1,i,-14.2,-2.9,-1.7,3.5,-0.7,-5.2,4.5,2.9
Cc1nn(CCOc2ccccc2)c(=O)n1-c1ccccc1F,i,-4.5,-3.6,-16.9,6.1,-3.0,6.7,-4.5,5.2
CC(OC(=O)c1cccs1)C(=O)NCc1cccs1 (stereo not drawn),i,-5.8,-2.3,7.1,3.8,5.0,-1.3,-8.4,-7.7
C=CCNC(=O)CSc1cc([N+](=O)[O-])cc(S(=O)(=O)Cc2ccccc2)c1,i,1.1,0.3,-4.0,-4.1,-1.7,32.7,1.2,1.5
COc1ccc(C(=O)NC2=NCCS2)cc1,i,2.4,-0.7,5.1,8.8,-0.4,4.7,-5.5,11.1
CCN1CCCC1CNCC(O)COc1ccc(C(C)(C)C)cc1C (stereo not drawn),i,-5.3,2.4,-6.8,7.6,-2.8,0.8,-3.4,12.5
NS(=O)(=O)c1cccc(NC(=O)CSc2nnc(C3CC3)n2Cc2ccccc2)c1,i,-3.0,-3.7,-3.0,0.3,-3.3,-8.8,-4.2,-6.4
Cc1ccc(C)c(S(=O)(=O)N2CCN(C(=O)Cc3ccccc3)CC2)c1,i,-3.0,-1.2,-3.9,-3.4,2.4,4.4,-0.8,10.4
Cc1nnc(N2C(=O)C(=O)/C(=C(/O)c3ccc4c(c3)OCCO4)C2c2ccc([N+](=O)[O-])cc2)s1 (stereo not drawn),i,-4.0,-4.0,-3.8,-5.3,0.9,-20.5,4.0,30.0
COc1cccc(Nc2nc(C(N)COCc3ccccc3)cs2)n1 (stereo not drawn),i,2.3,-12.4,-3.5,nt,3.0,-8.8,-8.6,6.0
CCOc1cc2[nH]c(=S)n(CCC(=O)NCc3ccc(OC)cc3)c(=O)c2cc1OCC,i,2.5,-3.0,-5.8,-1.8,-5.0,-88.8,-21.6,5.3
COc1ccc(C(=O)NC(=S)Nc2cccc(Cl)c2N2CCOCC2)cc1[N+](=O)[O-],i,1.4,-1.8,-2.9,4.6,-1.4,23.1,37.4,5.2
O=C(CSCc1ccccc1Cl)Nc1ccc2c(c1)OCCO2,i,-1.5,6.0,0.7,2.8,1.7,-4.8,7.6,12.3
O=C(NCCC(=O)N1CCOCCOCCOCCOCC1)OCc1ccccc1,i,-5.1,-1.6,16.1,-2.2,-0.3,8.7,-7.4,5.6
CCSc1nc(-c2cccnc2)ccc1C#N,i,-4.6,-1.0,11.2,-12.4,-2.7,-1.9,40.0,11.9
Cc1c(S(=O)(=O)NCCc2ccccc2)c(=O)n(C)c(=O)n1C,i,-1.6,-2.7,-13.3,2.5,0.0,10.2,-6.8,8.7
NC(Cc1ccc(Cl)cc1)c1csc(Nc2ccc(C(F)(F)F)cn2)n1 (stereo not drawn),i,-11.3,1.1,-2.5,-2.0,-0.4,29.9,-0.9,26.4
CC(C)c1ccc(/C=C2\C(=O)N(CCN3CCOCC3)C(=S)N2C)cc1,i,1.8,-2.0,1.0,-4.0,-2.7,8.2,-2.6,2.2
COCc1cc(SC2CCCCC2)nc(C)n1,i,-1.2,-6.0,-0.7,1.9,-0.9,10.3,-3.7,-9.7
CCOC(=O)N1CC=C2C(C#N)=C(N)C(C#N)(C#N)[C@H](c3ccccc3OCC)[C@H]2C1,i,0.9,-2.9,-26.6,-28.8,-2.5,16.5,9.4,17.6
COCCCn1c(SCC(=O)Nc2ccc(C(C)=O)cc2)nc2ccccc2c1=O,i,-5.5,-5.3,-2.8,-3.8,10.4*,-10.9,4.2,-7.3
COc1ccc(C(=O)CCC(=O)NCc2cc(OC)cc(OC)c2)cc1,i,-9.6,-1.8,-0.3,-1.5,3.6,-1.6,-4.9,-2.9
CCOC(=O)c1sc2nc(C)nc(SC(C)C(=O)NC3CC3)c2c1C (stereo not drawn),i,-0.8,-1.0,-0.7,1.2,2.2,3.7,-2.3,16.2
O=C(CCN1C(=O)/C(=C/c2ccccc2)SC1=S)N[C@@H](CO)Cc1ccccc1,i,-2.5,-2.1,-2.5,-3.2,-1.9,9.3,15.8,-1.1
COCCCn1c(=O)c2sccc2n2c(CCCC(=O)NCc3ccc(OC)cc3)nnc12,i,-6.8,-1.3,3.2,1.5,1.6,-3.0,-3.6,16.1
COc1ccc(C2=CCC3CCCCN3C2)cc1OC (stereo not drawn),i,-5.7,-0.2,-2.0,3.5,2.9,8.4,0.0,11.6
C=CCOCC(O)Cn1c(N2CCCC2)nc2c1c(=O)n(C)c(=O)n2C (stereo not drawn),i,-3.3,0.1,5.4,1.1,1.7,-12.7,-5.4,21.9
CCCN1CCN(C(=S)Nc2ccc(S(N)(=O)=O)cc2)CC1,i,-8.5,-2.0,-0.2,1.6,0.5,-11.1,-8.9,-9.4
COC(=O)c1cc(COC(=O)c2nc3nccc(C)n3n2)oc1C,i,-2.7,-3.8,-0.9,1.8,0.4,3.9,-4.4,1.1
COc1cc(OC)cc(C(=O)NC(=S)NNC(=O)c2cnccn2)c1,i,-2.3,-3.0,1.5,5.2,-0.9,9.1,-8.8,18.7
Cc1sc2ncnc(SCC(=O)NC3CC3)c2c1C,i,-0.5,0.9,12.6,1.0,-0.1,-0.4,-1.7,12.0
Cn1c(N)c(C(=O)Nc2ccc(-c3ccccc3)cc2)sc1=S,i,-7.1,-3.6,-1.4,3.2,2.8,29.2,34.1,12.3
O=C(NCCN1CCOCC1)c1cc(-c2ccccc2)nc2ccccc12,i,0.5,-1.9,-7.5,1.5,-2.0,3.0,-6.6,8.0

# Continued:
SMILES,Neddylation inh,E coli Lon inh,MsrA act,NRP1-CendR mod,MT1-MMP act inh,Rin1-Abl PPI inh,PABP1 MLLE inh,FAS-TE inh,SKN-1 block
CCN(CCCNC(=O)CCc1nc(-c2ccc(OC)cc2)no1)c1cccc(C)c1,i,2.8,-2.3,-1.5,-0.7,-4.9,-1.5,4.9,-4.5
CSc1cccc(CN2CCCC(CNC(=O)c3ccco3)C2)c1 (stereo not drawn),i,-3.1,-3.3,1.8,2.1,-1.1,-1.1,-6.3,19.4
CCn1c(C)c(C)c2cc(C(=O)N3CCCC3)ccc21,i,-30.2,-4.2,-38.4,4.1,2.4,-6.0,-7.9,58.1
Nc1ccc(-c2c3ccccc3nc3ccccc23)cc1,i,-3.8,-3.3,1.2,-5.8,1.6,-5.2,-3.0,0.2
Cc1ccc(N2CC(C(=O)OCc3nc(N)nc(Nc4ccccc4C)n3)CC2=O)cc1 (stereo not drawn),i,0.7,-2.0,-6.8,2.6,1.9,10.2,-2.9,8.3
O=C(NCCCn1ccnc1)c1nc(Cn2cc(Br)cn2)no1,i,-15.5,-7.7,-5.9,0.3,1.3,12.8,-9.2,1.9
COC(=O)C[C@H](NC(=O)Cn1cc(C)c(=O)[nH]c1=O)C(=O)OC,i,-4.8,-2.2,-10.0,3.7,-1.8,2.6,-12.5,11.7
Cc1ccc(S(=O)(=O)N2CCCOC2CNC(=O)C(=O)NC2CCCC2)cc1 (stereo not drawn),i,0.0,-4.8,4.2,-1.8,-2.9,10.9,-3.4,-16.0
O=C1NCC(O)=C1C=Nc1ccccc1O,i,-6.5,-4.0,4.4,0.9,-9.1,4.4,-3.6,-3.0

# An unsorted share of the library (roughly 4% active in at least one column).
